AMA1 RON2 block: inhibitors of Plasmodium falciparum AMA1-RON2 interaction; AlphaScreen AMA1-biotinylated RON2 peptide binding; Potency, µM (top dose mostly 58.2 µM), inactives show at the highest dose activity change, negative = inhibition, hits mostly inhibitors; hit rate 0.2% among 360,000;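 further: potency means the concentration at half of the fitted maximal effect; 0% = vehicle wells and -100% = peptide control; nearly all actives have a fitted effect of over 45% in size; some results filed as inactive show a strong effect at the top dose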
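AMA1 (3D7) with his tag at 25 nM final met compounds first, then biotinylated RON2 peptide at 25 nM; detection used donor plus acceptor beads, 10 µg/mL apiece, read by AlphaScreen after 30 min at room temperature.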
Sm TGR inh: inhibitors of Schistosoma mansoni thioredoxin glutathione reductase; Potency, µM (doses to about 114 µM), for the others: at the top dose activity change, negative = inhibition, usual class: inhibitors; hit rate 3% among 360,000; Q962Y6; purified TGR, DTNB reduction, TNB absorbance 405 nm; further: potency means the concentration at half of the fitted maximal effect; nearly all actives have a fitted effect of over 60% in size
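TGR 20 nM + NADPH 100 uM (dispensed conc.), cpd preinc 15 min RT; start with NADPH (500 uM addition) then DTNB (15 mM addition). Kinetic TNB absorbance, 405 nm filter. Four-parameter Hill fit across titration.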
Giardia FBPA inh: inhibitors of Giardia lamblia fructose-1,6-bisphosphate aldolase | hit rate 0.71% among 290,000 | A8B2U2 | purified Giardia FBPA | Potency, µM (highest dose often 59.6 µM), for the others: top-dose activity, negative = inhibition, hits mostly inhibitors; further: potency means the concentration at half of the fitted maximal effect; nearly all actives have a fitted effect of over 55% in size
Target sequence (A8B2U2 whole entry, looked up): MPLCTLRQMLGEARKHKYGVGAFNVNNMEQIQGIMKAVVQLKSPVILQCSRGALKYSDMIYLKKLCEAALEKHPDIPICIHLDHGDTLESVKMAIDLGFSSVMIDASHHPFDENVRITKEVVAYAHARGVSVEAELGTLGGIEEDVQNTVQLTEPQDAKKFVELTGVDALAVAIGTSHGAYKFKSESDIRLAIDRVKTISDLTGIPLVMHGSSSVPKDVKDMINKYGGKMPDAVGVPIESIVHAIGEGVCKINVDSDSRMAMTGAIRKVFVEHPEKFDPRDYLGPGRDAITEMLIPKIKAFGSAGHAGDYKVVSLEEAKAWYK
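Giardia FBPA (40 nM reagent) was preincubated 10 min at RT with compound (up to 57.5 uM final), then substrate plus GAPDH/TPI/NAD/arsenate coupling system with diaphorase/resazurin was added; resorufin fluorescence (525/598 nm) was read after 20 min.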
AmpC inh detg: inhibitors of E. coli AmpC beta-lactamase with detergent; hit rate 0.041% among 370,000; AID 485294; Potency, µM (doses to about 114 µM), for inactives: top-dose activity change, negative = inhibition, hits mostly inhibitors; P00811; AmpC hydrolysis of nitrocefin, absorbance 480 nm, 0.01% Triton;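 further: potency means the concentration at half of the fitted maximal effect; 0% = no-compound wells and -100% = no-enzyme wells; nearly all actives have a fitted effect of over 25% in size; some results filed as inactive show a strong effect at the top dose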
Target sequence (P00811 whole entry, looked up): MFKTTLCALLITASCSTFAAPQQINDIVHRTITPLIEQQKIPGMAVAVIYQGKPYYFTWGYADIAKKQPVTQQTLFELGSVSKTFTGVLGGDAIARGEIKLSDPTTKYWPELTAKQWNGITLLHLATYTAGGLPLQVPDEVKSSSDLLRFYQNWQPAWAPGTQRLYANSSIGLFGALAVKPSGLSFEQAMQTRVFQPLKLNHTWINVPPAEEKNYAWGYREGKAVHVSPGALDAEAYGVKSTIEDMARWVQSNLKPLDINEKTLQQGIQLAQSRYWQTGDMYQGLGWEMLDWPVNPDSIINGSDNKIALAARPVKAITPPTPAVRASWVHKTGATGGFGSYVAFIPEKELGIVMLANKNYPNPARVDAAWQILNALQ
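20 mM phosphate pH 7.0 + 0.01% (detergent screen) or 0.0001% Triton X-100; 5.3 nM AmpC reagent; cpd preinc 15 min RT; nitrocefin (800 uM stock) to start; A480 q20 s × 4 min; Activity was normalised to no-enzyme and no-compound control wells.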
HCMV inh: human cytomegalovirus inhibition; HFF cells, HCMV-luciferase reporter, 72 h; hits give low values; activity change, negative = inhibition, % at 57.5 µM; hit rate 4.5% among 410,000; in the data active means activity change below about -60%; inconclusive means no clear call, values can overlap the other calls; inactive means above about -39%
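Compounds were evaluated in HFFs infected with an HCMV luciferase reporter virus (MOI 1 PFU/cell). Luciferase in lysates collected 72 h post infection served as the replication measure.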
HCV inh: blocks hepatitis C virus; hit rate 3.4% among 340,000; Potency, µM (titrated, usually from 41.8 µM), for inactives: at the top dose activity change, negative = inhibition, hits mostly inhibitors; Huh7.5.1 HCVcc-Cre infection, luciferase reporter, 44 h; further: potency means the concentration at half of the fitted maximal effect
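Reporter virus HCVcc-Cre (~0.5 moi) infects cells exposed to compound; seeding density 1,000 cells/well with 4 h settling beforehand. Luminescence, 15 sec read, taken 44 h post-infection following a 15 min RT substrate incubation.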
* = called active by the depositor; u = inconclusive; x = not tested or not shown; & = joins results of further samples; [ ] = dose if it differs, or a comment. Unless noted, the call rests on the fitted dose curve; in most records, active means well fitted curve in the direction sought with a large enough effect; inconclusive means small, poorly fitted or top-dose-only effect, or another doubt; inactive means no such curve, though single readings can be large; an effect the other way counts as inactive or inconclusive. Unless noted, on the % scale 0 is the no-effect control and ±100 the full control effect.

SMILES | AMA1 RON2 block | Sm TGR inh | Giardia FBPA inh | AmpC inh detg | HCMV inh | HCV inh
C=CCOc1ccc(Br)cc1CNCCCN1CCOCC1 | 4.3% | 3.0% | -5.1% | -13.7% | -27.0 | -6.6%
N#CC1(NC(=O)CSc2nnc(-c3ccccc3F)n2N)CCCCC1 | 7.3% | -7.2% | x | -3.6% | -7.1 | 8.3%
S=C(NCc1ccccc1)N1CCCCC1 | -5.3% | 5.9% | -0.3% | -14.1% | 42.5 | 19.1%
CSc1ccccc1NC(=O)Cn1ccsc1=N | 25.6% | 9.1% | 0.5% | -13.5% | -38.8 | 20.1%
COC(=O)C(C)(C(=O)OC)c1ccc([N+](=O)[O-])cn1 | 1.8% | -0.9% | -4.1% | -2.4% | -21.6 | 8.2%
O=C(NCc1ccc(Cl)cc1)c1ccc(Cl)cc1[N+](=O)[O-] | 3.0% | 0.0% | 0.3% | -1.2% | -19.4 | 2.9%
CCN(CC)CCCNC(=S)Nc1ccc(Br)cc1 | -3.6% | 5.4% | -2.6% | -2.4% | 15.5 | 0.6%
CC1CC(C)CN(C(=O)CSCC(=O)O)C1 (configuration not stated) | -4.5% | 7.4% | -1.0% | 4.2% | 13.7 | 6.2%
O=C(OCN1C(=O)c2ccccc2C1=O)c1cccc(S(=O)(=O)N2CCOCC2)c1 | 8.2% | -5.9% | x | -1.6% | -17.6 | x
COc1cccc(-c2nc(NCc3ccco3)c3ccccc3n2)c1O | 9.1% | 12.1% | -2.5% | 0.1% | 41.0 | u
O=C(NCc1ccco1)C(c1ccccc1F)N(CC1CCCO1)C(=O)Cn1nnc2ccccc21 (configuration not stated) | -2.2% | -31.9% | 2.0% | u | -10.9 | 20.5%
O=c1[nH]c(=S)[nH]cc1Oc1ccccc1 | 80.0%[activator] | x | x | x | 21.4 | 22.2%
COc1cc(S(=O)(=O)NCC2CCCO2)c(OC)cc1Cl (configuration not stated) | 53.4%[activator] | 19.3% | 2.2% | -12.0% | 7.6 | u
O=C(CCOc1ccccc1)Nc1ccc(Br)cc1 | 1.8% | 9.0% | 6.5% | -2.5% | 16.2 | -0.3%
NC(=S)N/N=C\c1c2ccccc2cc2ccccc12 | 43.4%[activator] | -15.8% | -21.3% | -4.4% | -24.4 | 12.6µM*
Cc1n[nH]c(=O)c2c1nnn2Cc1ccc(F)cc1 | -5.2% | 8.2% | 9.3% | -9.7% | u | 11.2%
COc1ccc([C@H]2CC(=O)C=C(c3ccc(C)c([N+](=O)[O-])c3)C2)cc1 | -17.8% | 4.4% | x | -6.5% | 80.1 | -25.7%
O=C(CSc1nnc(-c2cccs2)n1C1CC1)NCC1CCCO1 (configuration not stated) | -8.4% | -8.8% | x | 1.2% | -21.1 | 8.4%
COc1cccc(C2(O)C(=O)Nc3ccccc32)c1 (configuration not stated) | 14.4% | 9.4% | 10.8% | -0.6% | 5.5 | u
Cc1cc(C)cc(-n2c(SCC(=O)Nc3cccc(S(=O)(=O)NC4=NCCCCC4)c3)nc3ccccc3c2=O)c1 | -13.9% | -6.0% | 12.6% | -3.6% | u | -20.2%&-3.2%
Cc1ccc(-n2c3c(cc(C(=O)NCCCN4CCOCC4)c2=O)C(=O)CC(C)(C)C3)cc1 | 1.5% | -22.0% | 8.8% | -1.1% | -5.2 | -0.4%
COc1ccc(NC(=O)N(C)C[C@H]2Oc3c(NC(=O)Nc4ccc(C(F)(F)F)cc4)cccc3C(=O)N([C@H](C)CO)C[C@@H]2C)cc1 | 0.2% | x | x | x | 12.8 | 6.31µM*
C=CCn1c(O)c(C=Nc2ccc(OC)cc2C)c(=O)[nH]c1=O | -1.2% | 3.4% | 0.3% | -10.0% | u | -5.7%
N#Cc1ccc(C(=O)OCC(=O)Nc2cccnc2Cl)cc1 | -5.1% | 0.0% | x | 3.9% | 75.0 | -19.9%
Oc1ccccc1CNc1cccc2cccnc12 | 45.6%[activator] | -3.0% | 6.29µM* | 11.5% | -5.0 | -11.0%
(continued)
SMILES | AMA1 RON2 block | Sm TGR inh | Giardia FBPA inh | AmpC inh detg | HCMV inh | HCV inh
COc1ccc(Br)cc1/C=N/NC(=O)c1cc(Br)ccc1O | x | -9.9% | 2.0% | -1.8% | x | x
Cc1ccc(NCSc2ccc(Cl)cc2)cc1 | -23.8% | x | x | x | 52.0 | 10µM*
CCCCCn1c2c(c(=N)c3ccccc31)CCC2 | -11.6% | -0.4% | 2.2% | -6.2% | -96.4* | u
O=C(CNC(=O)c1ccccc1F)N/N=C/c1cn[nH]c1-c1ccccc1 | 27.2% | -0.7% | 4.5% | 5.2% | -28.0 | -7.6%
O=C(Nc1ccc2c(c1)nc1n2CCOC1)c1ccccc1 | 16.0% | -0.5% | 5.0% | u | 89.9 | 1.4%
Cc1c(Br)c(C(=O)N2CCc3ccccc32)nn1C | -12.3% | -0.1% | -0.9% | 1.0% | 53.6 | 0.3%
O=C(CC1SCCNC1=O)Nc1ccc(Cl)c(Cl)c1 (configuration not stated) | -0.4% | x | -12.4% | 4.8% | 22.3 | 13.4%
COc1ccc(N/N=C2/CCCCC2=O)cc1 | 0.3% | u | -19.1% | -9.6% | 34.6 | -2.0%
Cc1ccccc1-n1nc2c(c1NC(=O)C(C)C)CS(=O)(=O)C2 | -3.9% | 4.2% | 7.6% | 7.0% | 70.5 | 15.1%
Cn1c(=O)c2cnc(-c3ccc(C(F)(F)F)cc3)nc2n(C)c1=O | -6.3% | -15.7% | 6.3% | -4.7% | -31.7 | 8.2%
O=C(NCCCO)C12CC3CC(CC(C3)C1)C2 | -0.1% | x | x | x | -6.5 | 4.1%
COC(=O)Nc1ccc(S(=O)(=O)N(C)C)cc1 | -8.5% | 6.0% | 4.6% | -10.1% | 41.9 | -3.4%
O=C1c2ccccc2C(=O)C1C1=Nc2ccccc2NC(c2ccccc2)C1 (configuration not stated) | x | 6.9%[57.1 µM] | -2.5% | -7.7% | 17.6 | x
O=C(Cc1ccccc1Cl)Nc1ccc(S(=O)(=O)N2CCOCC2)cc1 | 0.0% | 12.1% | x | 4.4% | -4.0 | u
CC(C)COc1ccc(C/C(N)=N/n2cnnc2)cc1 | u | x | -5.9% | -1.2% | -94.3* | 14.1µM*
CCc1nc2nc(C)cc(Nc3cccc(C(F)(F)F)c3)n2n1 | -1.2% | -4.3% | -0.2% | -0.7% | 60.5 | u
CCOC(=O)c1c(C(F)(F)F)cc(-c2ccc(F)cc2)nc1C | 25.8% | -1.8% | 7.4% | -11.5% | 28.9 | -13.0%
O=C(CSCc1cnn(-c2ccccc2)c1-n1cccc1)NCc1ccc(Cl)cc1 | x | -13.6% | x | 3.7% | -3.9 | x
CCCn1c(=O)cc(N)n(-c2ccc(OC(F)(F)F)cc2)c1=O | 8.3% | 9.3% | 3.9% | 6.2% | 17.3 | 12.0%
CCCCOCCCNC(=O)N[C@H](C(=O)OC)C(C)C | 12.4% | 0.8% | -3.8% | -7.6% | 23.8 | u
O=C(CC1CCCC1)N1CCCC(Nc2cccc(F)c2)C1 (configuration not stated) | -3.7% | -9.4% | x | 1.5% | -27.1 | -10.9%
O=C(c1cc2ccccc2o1)N1CCN=C1SCc1cccnc1 | 2.8% | 1.1% | -2.2% | 1.5% | -21.6 | 6.6%
O=C(COC(=O)c1cccnc1Cl)NC12CC3CC(CC(C3)C1)C2 | -15.4% | x | x | x | -8.3 | 15.0%
CC1(C)CC(=O)C=C(c2cccc3c2sc2ccccc23)C1 | -4.8% | 0.9% | x | -3.5% | -20.2 | u
CC(C)C[C@H](NC(=O)c1nc[nH]c1C(=O)N1CCc2ccccc2C1)C(=O)OCc1ccccc1 | 75.9%[activator] | -8.8% | -12.4% | -6.1% | -4.4 | -28.7%
Remaining list, next part:
SMILES | AMA1 RON2 block | Sm TGR inh | Giardia FBPA inh | AmpC inh detg | HCMV inh | HCV inh
CCCNC(=O)Cn1cnc2sc(C(=O)N3CCN(Cc4ccc5c(c4)OCO5)CC3)c(C)c2c1=O | -27.1% | -21.2% | 0.3% | -2.5% | u | -26.3%
O=C(Cc1cccs1)N1CCCC(c2nc3c(nnn3Cc3cccc(Cl)c3)c(=O)[nH]2)C1 (configuration not stated) | -17.2% | 0.0% | 6.9% | -16.9% | 23.3 | 4.2%
COc1ccc(N2CCN(S(=O)(=O)c3cnc[nH]3)CC2)cc1 | 4.2% | 16.3% | 7.0% | -7.6% | -24.2 | 18.8%
CC(C)CNC(=O)c1ccc(Cl)c(N)c1 | x | -10.9% | 6.2% | -6.6% | x | 11.1%
Cc1ccc(S(=O)(=O)N2CCC(C(=O)N/N=C/c3ccncc3)CC2)cc1 | 6.8% | 2.2% | 5.6% | -1.6% | -21.5 | 14.0%
CCN(Cc1ccccc1)C(=O)C1CCN(C/C(C)=C/c2ccccc2)CC1 | -10.3% | -9.1% | -4.9% | u | u | -9.7%
CN(C)S(=O)(=O)c1ccc(Cl)c(NC(=O)COc2ccccc2[N+](=O)[O-])c1 | -4.6% | 0.5% | 5.1% | 2.7% | -23.3 | -11.5%
CC(C)=CCc1c(O)c(CC=C(C)C)c2occ(-c3ccc(O)cc3)c(=O)c2c1O | 6.9% | -8.1% | -3.3% | 12.0% | -100.1* | u
CCCOc1ccc(C2/C(=C(/O)c3ccc(F)cc3)C(=O)C(=O)N2CCCN(C)C)cc1 (configuration not stated) | -21.3% | u | 0.6% | u | 7.4 | 12.9%
CSc1ccccc1NC(=O)COc1ccccc1C | 68.1%[activator] | 34.8% | 6.4% | -4.2% | -26.4 | -16.2%
Cc1ccc(S(=O)(=O)N2CCN(C(=O)COC(=O)c3nc(Cl)ccc3Cl)CC2)c(C)c1 | -0.2% | x | x | x | 0.0 | -3.8%
N#Cc1c(N)nc(SCc2ccccn2)c(C#N)c1-c1cccs1 | 16.1% | -28.7% | -0.4% | -2.8% | -68.5* | u
c1ccc2c(c1)-c1ccccc1C2N1CCOCC1 | 12.5% | x | x | x | -18.6 | 13.4%
Nn1c(Cc2ccccc2F)nnc1SCC(=O)Nc1cccc(S(=O)(=O)NC2=NCCCCC2)c1 | 40.2%[activator] | -0.1% | 1.9% | -1.3% | 11.0 | 6.4%
CCOC(=O)c1ccc2c(c1)N(CC(=O)N1CCCCC1)C(=O)C(C)(C)O2 | 0.6% | 2.7% | 3.4% | 3.5% | -3.7 | -3.2%
COc1ccc(/C=C2\CCC(C3CCCC3)C2=O)c(OC)c1OC (configuration not stated) | 1.4% | -26.6% | -6.5% | -1.7% | -27.5 | 22.8%
COc1ccc(S(=O)(=O)N2CCC(NC(=O)c3cccnc3)CC2)cc1 | -6.9% | 0.7% | x | -3.7% | 11.6 | -6.8%
COCCn1c(SCc2nc3scc(-c4ccc(Cl)cc4)c3c(=O)[nH]2)nnc1-c1cccc(C)c1 | -1.6% | -7.9% | 13.8% | -10.1% | u | u

Source: PubChem (National Center for Advancing Translational Sciences (NCATS))
